MBNL1 CUG block: blocks human MBNL1 binding to CUG repeat RNA; Potency, µM (top dose mostly 57.5 µM), inactives show top-dose activity change, negative = inhibition, actives largely listed as inhibitors; AID 2675; TR-FRET MBNL1-His/biotin-(CUG)12 binding, 665/545 ratio; actives 0.036% (n = 280,000); Q9NR56; active = well fitted inhibition curve with a large enough effect in the signal ratio, with a control signal flat, not every such curve was filed as active; inconclusive = small, poorly fitted or top-dose-only effect, or effect the other way, or a change in a side signal; inactive = no such curve, though single readings can be large or run the other way; the % refers to the signal ratio; note: potency is the fitted concentration of half-maximal effect; % is set by controls: 0 for no effect and ±100 for the full control effect
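Inhibition of protein-RNA binding appears as loss of TR-FRET between terbium anti-His antibody on MBNL1-His and streptavidin-XL665 on biotin-(CUG)12. Activity is normalized to buffer-only and uninhibited-complex controls.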
Chronic BCR inh: blocks chronic active B-cell receptor signaling; ABC-DLBCL IkBa-CBG/CBR reporter, luminescence ratio, 4 h; Potency, µM (titrated, usually from 46.1 µM), inactives show at the top dose ratio change, negative = lower green/red ratio, actives largely listed as inhibitors; actives 0.05% (n = 340,000); active = well fitted inhibition curve with a large enough effect in the signal ratio, with a control signal flat, not every such curve was filed as active; inconclusive = small, poorly fitted or top-dose-only effect, or effect the other way, or a change in a side signal; the % refers to the signal ratio;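 note: potency is the fitted concentration of half-maximal effect; plate controls were basal doxycycline-induced cells for no effect and cells given 10 µM MG132 for full effect; MG132 reads +100%, hits lower the ratio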
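Cell line TMD8 (human ABC DLBCL), stably expressing tet-inducible CBG68-IkBa fusion and CBR; IMDM/0.5% FBS; cpd up to 46 uM; dox induction, 4 h, 37C/5% CO2; dual luminescence; green/red ratio; MG132 control.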
Eya2 phos inh: blocks the phosphatase activity of human Eya2; O00167; AID 488837; recombinant Eya2, OMFP fluorescence dephosphorylation (OMFP is methylfluorescein phosphate); actives 0.006% (n = 330,000); Potency, µM (top dose mostly 76.9 µM), for the others: top-dose activity, negative = inhibition, actives largely listed as inhibitors; note: potency is the fitted concentration of half-maximal effect; % is set by controls: 0 for no effect and ±100 for the full control effect
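Eya2 protein (added as 0.2 uM solution) was preincubated with compound for 10 min at ambient temperature in 50 mM HEPES pH 7.5, 50 mM NaCl, 5 uM MgCl2, 0.05% BSA, 1 mM DTT. OMFP (added at 50 uM) then reacted 10 min; fluorescence read at 485/525 nm.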
PKM2 act: activators of human pyruvate kinase M2; P14618; purified PKM2, Kinase-Glo ATP luminescence, activation; response scale: 0% is enzyme alone, no compound; Potency, µM (series often up to 57.5 µM), inactives show at the highest dose activation, actives largely listed as activators; actives 0.34% (n = 260,000); AID 1631; note: potency is the fitted concentration of half-maximal effect; % is set by controls: 0 for no effect and ±100 for the full control effect; nearly all actives have a fitted effect of over 55% in size
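hPK-M2, >95% pure; 0.1 mM ADP / 0.5 mM PEP final; imidazole pH7.2 buffer w/ 7 mM MgCl2, 50 mM KCl; 1 h RT; Kinase-Glo lum. Intermediate enzyme activity for dual inhibitor/activator qHTS.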
Menin-MLL TR inh: menin-MLL binding inhibition, Texas Red mutant peptide; Menin + Texas Red MLL mutant peptide, fluorescence polarization; Potency, µM (titrated, usually from 61.6 µM), inactives show at the top dose FP activity change, negative = inhibition, usual class: inhibitors; actives 0.23% (n = 270,000); AID 1768; active = well fitted inhibition curve with a large enough effect in the polarisation, with a control signal flat, not every such curve was filed as active; inconclusive = small, poorly fitted or top-dose-only effect, or effect the other way, or a change in a side signal; inactive = no such curve, though single readings can be large or run the other way; the % refers to the polarisation; note: potency is the fitted concentration of half-maximal effect; % of control where 0% means no effect; many of its hits are not listed in these tables
Mito fusion act: mitochondrial division inhibition or fusion activation. actives 0.23% (n = 320,000). S. cerevisiae fusion-defective mutant growth rescue, CellTiterGlo 48 h. Potency, µM (highest dose often 46.1 µM), for the others: at the highest dose growth rescue (activation), actives largely listed as activators;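 note: potency is the fitted concentration of half-maximal effect; % of control where 0% means no effect; nearly all actives have a fitted effect of over 45% in size; temperature-sensitive fusion mutants such as fzo1-1 at 37 °C on non-fermentable ethanol glycerol medium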
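Growth-rescue viability read-out: after 48 h at the non-permissive 37C in glycerol/ethanol YPEG, yeast mitochondrial fusion mutants are measured by CellTiterGlo luminescence; compounds (23 nl pinned per well) restoring growth score as division inhibitors or fusion activators.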
S-ASM inh: inhibitors of human secretory acid sphingomyelinase; placental ASM, HMU-PC fluorogenic substrate, 60 min; AID 504937; actives 0.006% (n = 340,000); Potency, µM (top dose mostly 57.5 µM), inactives show at the highest dose activity change, negative = inhibition, hits mostly inhibitors; P17405; note: potency is the fitted concentration of half-maximal effect
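HMU-PC0 cleavage (9 uM final) by human placental ASM, 60 min at 37 °C following 10 min compound exposure at RT; stopped at pH 10, fluorescence Ex 386/Em 447 nm.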
TSHR antag: antagonists of human thyroid stimulating hormone receptor; P16473; activity change, negative = inhibition, % at 11.5 µM; actives 0.2% (n = 330,000); TSHR-expressing cells, TSH-stimulated cAMP HTRF, 2 h; hits give low values;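 active = activity change below a set negative limit, meaning inhibition stronger than a set level, cut at about -70% in these data; inconclusive = activity change between two set negative limits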; note: % is set by controls: 0 for no effect and ±100 for the full control effect
Target sequence (P16473 whole entry, looked up): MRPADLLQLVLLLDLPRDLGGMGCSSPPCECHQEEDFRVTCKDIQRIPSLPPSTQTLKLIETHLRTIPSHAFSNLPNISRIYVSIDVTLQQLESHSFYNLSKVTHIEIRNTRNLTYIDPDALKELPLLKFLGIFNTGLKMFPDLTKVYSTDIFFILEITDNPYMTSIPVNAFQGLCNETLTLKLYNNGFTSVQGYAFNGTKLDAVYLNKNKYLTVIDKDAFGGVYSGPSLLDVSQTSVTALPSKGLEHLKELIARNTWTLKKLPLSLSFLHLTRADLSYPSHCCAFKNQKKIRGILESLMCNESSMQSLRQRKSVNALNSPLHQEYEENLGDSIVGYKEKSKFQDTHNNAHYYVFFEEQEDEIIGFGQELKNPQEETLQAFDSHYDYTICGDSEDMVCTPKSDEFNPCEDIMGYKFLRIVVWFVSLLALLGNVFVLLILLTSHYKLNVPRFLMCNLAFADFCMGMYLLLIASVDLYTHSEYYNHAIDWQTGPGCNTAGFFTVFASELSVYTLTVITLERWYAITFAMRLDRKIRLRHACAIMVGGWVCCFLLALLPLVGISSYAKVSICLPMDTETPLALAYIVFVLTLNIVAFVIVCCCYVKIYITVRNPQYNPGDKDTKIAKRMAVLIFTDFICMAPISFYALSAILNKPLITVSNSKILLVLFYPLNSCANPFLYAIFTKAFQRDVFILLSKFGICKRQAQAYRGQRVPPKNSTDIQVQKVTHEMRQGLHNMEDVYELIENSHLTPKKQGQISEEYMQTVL
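TSHR-expressing cells were treated with compounds, then stimulated with TSH at EC80 (4nM final) for 2 hours at 37 deg C. Cellular cAMP was measured by HTRF competition between lysate cAMP and cAMP-d2 for a cryptate-labelled anti-cAMP antibody.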
USP2a inh: USP2a (human) protease inhibition. Potency, µM (titrated, usually from 38.3 µM), for inactives: at the top dose activity change, negative = inhibition, most hits filed as inhibitors. USP2 core, Ub-CHOP2 coupled fluorogenic reporter, 485/531. actives 0.01% (n = 330,000). O75604;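 note: potency is the fitted concentration of half-maximal effect; plate controls were DMSO wells for no effect and full inhibition by NEM control for full effect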
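Cell-free coupled assay: 10nM USP2 core preincubated 30min RT with compound in Tris-HCl pH 8.0/CaCl2/CHAPS buffer, then 25nM Ub-CHOP2 and 25nM reporter substrate; fluorescence (Ex 485/Em 531) read after 60min RT, normalized to NEM inhibition, concentration-response curves fitted.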
KCNH2 WT inh: KCNH2 (human, wildtype) channel inhibition | U2OS, BacMam KCNH2, thallium flux FluxOr; hits give low values | actives 0.37% (n = 340,000) | activity change, % at 1.84 µM;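 active = maximum activity change below -70%; inconclusive = maximum activity change between -70% and -50%; inactive = maximum activity change above -50%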; note: % is set by controls: 0 for no effect and ±100 for the full control effect
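U2OS cells transduced with wild-type KCNH2 virus are loaded with FluxOr dye for 45 min, and thallium flux is measured in kinetic reads before and after stimulation buffer. Rate constants are normalized to DMSO controls.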
GALK inh: inhibitors of human galactokinase; Potency, µM (doses to about 57.5 µM), for the others: at the highest dose activity change, negative = inhibition, most hits filed as inhibitors; actives 0.007% (n = 270,000); P51570; Purified GALK, Kinase-Glo residual ATP luminescence; note: potency is the fitted concentration of half-maximal effect; % is set by controls: 0 for no effect and ±100 for the full control effect
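Luminescence from leftover ATP (Ultra-Glo luciferase/luciferin) served as read-out after a 1 h room-temperature reaction of 5 nM GALK with 35 uM ATP and 100 uM galactose.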
An asterisk follows results filed as active; ? = inconclusive; · = no result given; [ ] = dose if it differs, or a comment. Unless noted, calls come from the whole dose curve; as a rule, active = well fitted curve in the direction sought with a large enough effect; inconclusive = small, poorly fitted or top-dose-only effect, or another doubt; inactive = no such curve, though single readings can be large; an effect the other way counts as inactive or inconclusive.

Molecule | MBNL1 CUG block | Chronic BCR inh | Eya2 phos inh | PKM2 act | Menin-MLL TR inh | Mito fusion act | S-ASM inh | TSHR antag | USP2a inh | KCNH2 WT inh | GALK inh
COc1ccccc1OCCn1cc(/C=N/NC(N)=S)c2ccccc21 | 21% | ? | 5% | -6% | ? | -15% | -14% | -6 | -11% | -2 | 0%
O=C(NCCCN1CCOCC1)c1cc(Cl)ccc1[N+](=O)[O-] | ? | 0% | 1% | -3% | -6% | -8% | 4% | 2 | 3% | -16 | 2%
CCC(C)NC(=O)Nc1ccccc1C (stereo unspecified) | 7% | -12% | -20% | -8% | -5% | 0% | -1% | 3 | 8% | -1 | 0%
CCCc1cc(C(=O)N/N=C/c2ccc(C)o2)c2ccccc2n1 | ? | ? | 3% | 1% | 27% | 0% | 4% | 2 | -1% | -1 | ·
O=C(N/N=C1/CCCc2ccccc21)C(c1ccccc1)c1ccccc1 | 3% | -9% | 23% | 3% | 4% | -2% | 4% | 3 | 2% | 3 | 1%
CC(c1ccccc1)n1cnc2ccccc2c1=O (stereo unspecified) | -2% | -3% | -6% | -16% | 1% | 5% | 1% | -2 | -4% | -23 | 6%
COc1ccc(C(C)(C)C)cc1NC(=O)CCCN1C(=O)CN(C)C1=O | · | -1% | 7% | · | · | -6% | -1% | 18 | 2% | 0 | ·
COc1ccc(C(=O)Nc2ccc(S(=O)(=O)Nc3cc(C)nc(C)n3)cc2)cc1 | -10% | 0% | 0% | 4% | · | -3% | 5% | -1 | 2% | -23 | -3%
CCS(=O)(=O)NCCc1csc(C)n1 | 1% | -2% | -2% | 0% | 5% | 1% | 5% | -5 | -6% | 3 | 2%
Cc1cc(NC(=O)COC(=O)c2c(C)nn(-c3ccccc3)c2C)no1 | -22% | ? | 8% | -1% | -1% | -1% | 0% | -3 | 1% | 1 | 6%
COC(=O)c1ccc(C(=O)OC)c(NC(=O)C2CC2)c1 | -1% | 1% | 5% | 5% | -8% | 4% | 2% | 14 | -1% | 0 | 2%
CCOc1ccccc1Nc1cc2n(c(=O)n1)CCc1cc(OC)c(OC)cc1-2 | -9% | ? | 1% | · | ? | 4% | 0% | 12 | 2% | -4 | -3%
CCCN1CCN(CCCNC(=O)Cn2nc(-c3ccccc3)ccc2=O)CC1 | 5% | -3% | -27% | 1% | 15% | -2% | -1% | 19 | 1% | 6 | 0%
Cc1ccc(Cn2nnc3c(=O)n(CC(=O)NCC4CCCO4)cnc32)cc1 (stereo unspecified) | -13% | 5% | 8% | 19% | 9%[11.7 µM] | -1% | -1% | 23 | -3% | -20 | 2%
COc1ccc(OCCSc2nc3ccccc3c(=O)[nH]2)cc1 | ? | -3% | -4% | -1% | -25% | 2% | -4% | -2 | -1% | -9 | 0%
CCN(CC)CCNC(=O)c1cn(-c2ccccc2)nc1-c1cccs1 | -5% | -5% | 10% | 0% | 4% | -10% | -2% | -1 | 0% | 38 | 1%
CCOC(=O)C1(Cc2ccc(OC)cc2)CCN(C(=O)c2cncs2)CC1 | -7% | 7% | 5% | ? | -20% | 2% | -1% | 6 | -4% | 11 | 2%
CSc1nc(N)c2c3c(sc2n1)COC(C(C)C)C3 (stereo unspecified) | 30%[activator] | ? | 13% | -2% | -1% | 3% | 1% | -15 | 1% | 2 | 1%
CCOC(=O)c1ccc2ncc(C(=O)OCC)c(NCCCN3CCOCC3)c2c1 | -7% | ? | -3% | -1% | -24% | 1% | 2% | -14 | 3% | -26 | 2%
COc1ccc(Cl)cc1S(=O)(=O)N1CCN(CC(=O)C(C)(C)C)CC1 | -4% | 6% | 0% | -1% | 3% | 2% | 2% | 5 | 1% | -3 | -1%
COCCCNC(=O)C(CC(N)=O)NC(=O)OCc1ccccc1 (stereo unspecified) | -14% | 3% | -10% | 2% | · | -4% | 3% | 12 | 3% | -3 | -2%
CCOC(=O)C1=C(C)NC(C)=C(C(=O)OCC)C1C(=O)OCC(=O)NCc1ccco1 | · | ? | -11% | · | · | · | 138%[activator] | 7 | -9% | 0 | ·
COc1ccc(C(=O)NCC(=O)NC2=NCCS2)cc1 | -5% | 7% | -1% | 1% | 5% | -6% | 6% | 9 | 0% | -17 | 0%
COc1cccc(-c2nnc3n2N=C(c2cccc(Br)c2)CS3)c1 | 1% | 1% | -8% | -1% | -5% | 0% | -1% | 2 | 2% | 1 | 2%
COc1cc(NC(=O)COC(C)=O)c(C)cc1[N+](=O)[O-] | ? | -5% | -1% | 2% | 11% | -4% | 0% | -12 | 2% | -4 | 2%
CCC(=O)Nc1ccc(NC(=O)CSc2nnnn2Cc2ccccc2)cc1C | -3% | 7% | 3% | 0% | -34% | -3% | 0% | -6 | 3% | -8 | -2%
CCC1Sc2ccc(S(=O)(=O)Nc3cc(OC)cc(OC)c3)cc2NC1=O (stereo unspecified) | -3% | ? | 5% | · | · | 2% | 15% | -5 | 1% | -21 | 0%
COc1ccc(NC(=O)COC(=O)c2ccc(OC)c(S(=O)(=O)N3CCCC3)c2)cc1OC | · | -9% | 4% | · | · | 8% | -2% | 14 | 0% | 7 | ·
CCc1ccccc1NS(=O)(=O)c1cccc2nsnc12 | ? | 0% | -4% | · | ? | 17% | 5% | -20 | 3% | 3 | -3%
Cc1ccc(S(=O)(=O)N(C)CC(=O)N2CCCCCC2)cc1 | 2% | 5% | ? | 0% | 5% | 3% | 1% | 1 | 2% | 0 | -3%
CC(C)c1c(O)nc(SCc2ccccc2)[nH]c1=O | -8% | 3% | 18% | 0% | -1% | 2% | -1% | -1 | -1% | -11 | 8%
CCOC(=O)c1ccccc1NC(=O)C(C)Oc1ccccc1 (stereo unspecified) | 2% | ? | -36% | 0% | -1% | 10% | -2% | 1 | -1% | 2 | 2%
COc1ccc(-c2cc(C(F)(F)F)nc(-n3cc(Cl)cn3)n2)cc1 | -1% | -2% | -4% | -3% | -1% | -3% | -3% | 18 | 5% | 2 | 1%
O=C(O)CCN=C1CCc2ccccc2N1 | 2% | ? | 7% | 4% | -10% | -4% | · | -4 | 2% | · | -2%
Fc1ccc(CCN2CCN=C2Nc2ccccc2)cc1 | · | ? | 9% | · | · | -2% | 5% | 13 | -1% | · | ·
CN1CCN(C(=O)c2cn(-c3ccccc3)nc2-c2cccs2)CC1 | -3% | 4% | -6% | 0% | 13% | 1% | 3% | 12 | -4% | -3 | 13%
CC(C)C[C@@H](CN1C(=O)C(=O)NC[C@@H]1CC(C)C)NC(=O)Cc1ccccc1 | · | 3% | 9% | · | · | · | 2% | 1 | 3% | 2 | ·
COc1ccc(S(=O)(=O)N2Cc3ccccc3CC2C(=O)Nc2ccc3c(c2)OCO3)cc1 (stereo unspecified) | -3% | -1% | 10% | -3% | -1% | 19% | -3% | -1 | -2% | 7 | 2%
C[N+]1(CCC(=O)c2ccccc2)CCCCC1 | -12% | 0% | 4% | -4% | 3% | 5% | 4% | 2 | 2% | -1 | ·
O=C(O)COc1ccccc1/C=N/NC(=O)CNC(=O)c1ccco1 | 2% | 2% | -11% | · | · | 1% | 8% | 4 | 5% | 2 | 1%
O=C(NCC1CCCO1)C(c1ccncc1)N(Cc1cccs1)C(=O)Cn1nnc(-c2ccc(F)cc2)n1 (stereo unspecified) | -2% | ? | 3% | -5% | 5% | 4% | -1% | -26 | -2% | 6 | -3%
COc1cc(C(C(=O)Nc2c(C)cccc2C)N(C)C(=O)c2ccc(-n3cnnn3)cc2)ccc1O (stereo unspecified) | -4% | -24% | -10% | -2% | · | 0% | -1% | -2 | 1% | 2 | 1%

Screening data (PubChem BioAssay)

This is a subset, so the mix of outcomes need not match the whole.
